Source: PubChem
All columns: NCI-60 one-dose screen, growth in % after 48 h at 10 µM unless noted; 100 = growth as untreated, 0 = no growth, -100 = all killed.
OVCAR-3: OVCAR-3 ovarian cancer. AID 1794787. hit rate 7% among 79,000
OVCAR-4: OVCAR-4 ovarian cancer cells; hit rate 3.7% among 80,000
NCI-H23: NCI-H23 lung cancer; hit rate 4% among 80,000; AID 1794731
OVCAR-5: OVCAR-5 ovarian cancer. hit rate 2.9% among 82,000. AID 1794783
NCI-H226: NCI-H226 lung cancer; hit rate 3.5% among 79,000; AID 1794732
IGROV1: IGROV1 ovarian cancer. hit rate 4.7% among 79,000
NCI/ADR-RES: NCI/ADR-RES ovarian cells. hit rate 4.4% among 81,000. AID 1794790
SK-OV-3: SK-OV-3 ovarian cancer cells | hit rate 3.2% among 80,000
SN12C: SN12C renal cancer cells; hit rate 3.8% among 81,000; AID 1794767
* marks the source's active call; other numbers are inactive results. The calls were made as follows: active = growth percent below 10; inactive = the rest.

`COc1ccc(Cc2nnc(NC(=O)C(N)Cc3ccccc3)s2)cc1` (stereo not given) gave OVCAR-3 104, OVCAR-4 105, NCI-H23 96, OVCAR-5 97, NCI-H226 101, IGROV1 102, NCI/ADR-RES 102, SK-OV-3 98 and SN12C 99.
For Nc1nc(SCc2ccccc2[N+](=O)[O-])c2ncn(C3OC(CO)C(O)C3O)c2n1 (stereo not given) the results were OVCAR-3 98, OVCAR-4 111, NCI-H23 93, OVCAR-5 100, NCI-H226 101, IGROV1 97, NCI/ADR-RES 92, SK-OV-3 112 and SN12C 97.
Cc1cccc(NC=O)c1 was read as OVCAR-3 108, NCI-H23 114, OVCAR-5 102, NCI-H226 90, IGROV1 124, NCI/ADR-RES 100, SK-OV-3 104 and SN12C 109.
`NC1C2CCC1CN(c1cnc(C(=O)Nc3cc(F)cc4cccnc34)cn1)C2` (stereo not given) gave OVCAR-3 46, OVCAR-4 18, NCI-H23 75, OVCAR-5 67, NCI-H226 76, IGROV1 16, NCI/ADR-RES 79, SK-OV-3 97 and SN12C 56.
Screening CC(C)(C)C1=CC(CC(N)=O)(C(C)(C)C)OC1=O (stereo not given) returned OVCAR-3 118, OVCAR-4 97, NCI-H23 107, OVCAR-5 102, IGROV1 108, NCI/ADR-RES 104, SK-OV-3 109 and SN12C 94.
Screening c1ccc(CSc2nnc(-c3cc(-c4ccccc4)nc4ccccc34)o2)cc1 returned OVCAR-3 84, OVCAR-4 78, NCI-H23 89, OVCAR-5 113, NCI-H226 81, IGROV1 94, NCI/ADR-RES 85, SK-OV-3 92 and SN12C 76.
COc1ccc(C(=O)/C=C/c2ccc(Cl)cc2)cc1S(=O)(=O)Nc1cccnc1 was read as OVCAR-3 54, OVCAR-4 87, NCI-H23 93, OVCAR-5 95, NCI-H226 86, IGROV1 89, NCI/ADR-RES 88, SK-OV-3 100 and SN12C 75.
`CN1CCN(Cc2ccc(NC(=O)c3cncc(C#Cc4cnc5ccc(OCC6(C)COC6)nn45)c3)cc2C(F)(F)F)CC1` gave OVCAR-3 -74*, OVCAR-4 -55*, NCI-H23 -76*, OVCAR-5 -73*, NCI-H226 -62*, IGROV1 -64*, NCI/ADR-RES -58*, SK-OV-3 -91* and SN12C -76*.
Screening Nc1nnc(-c2ccccn2)c(-c2c[nH]c3ccc(F)cc23)n1 returned OVCAR-3 101, OVCAR-4 104, NCI-H23 99, OVCAR-5 95, NCI-H226 73, IGROV1 99, NCI/ADR-RES 102 and SK-OV-3 92.
`CC1CCCN(C2CCN(S(=O)(=O)c3ccccc3)CC2)C1` (stereo not given) gave OVCAR-3 102, OVCAR-4 105, NCI-H23 101, OVCAR-5 102, NCI-H226 104, IGROV1 115, NCI/ADR-RES 105, SK-OV-3 101 and SN12C 100.
`CCOC(=O)Cc1ccc(CCCCc2ccc(CC(=O)OCC)cc2)cc1` gave OVCAR-3 108, OVCAR-4 105, NCI-H23 102, OVCAR-5 107, NCI-H226 96, IGROV1 109, NCI/ADR-RES 107, SK-OV-3 96 and SN12C 101.
For CC(=O)Nc1cccc(OCc2ccc([N+](=O)[O-])cc2)c1 the results were OVCAR-3 110, OVCAR-4 106, NCI-H23 101, OVCAR-5 102, IGROV1 118, NCI/ADR-RES 104, SK-OV-3 106 and SN12C 97.
N=C(N)SCc1cc2c(cc1Br)OCO2 was read as OVCAR-3 94, OVCAR-4 92, NCI-H23 83, OVCAR-5 99, NCI-H226 86, IGROV1 100, NCI/ADR-RES 93, SK-OV-3 94 and SN12C 92.
Screening CC1(C)CC[C@]23CC[C@]4(C)[C@H](CC[C@@H]5[C@@]6(C)CC[C@H](OC(=O)c7ccco7)C(C)(C)[C@@H]6CC[C@]54C)[C@H]2[C@H]1OC3 returned OVCAR-3 118, OVCAR-4 99, NCI-H23 102, OVCAR-5 107, NCI-H226 100, IGROV1 101, NCI/ADR-RES 109, SK-OV-3 104 and SN12C 98.
`COc1ccc(-c2csc(NC(=O)c3ccc(O)c(O)c3)n2)cc1` gave OVCAR-3 69, OVCAR-4 54, NCI-H23 81, OVCAR-5 94, NCI-H226 93, IGROV1 47, NCI/ADR-RES 72, SK-OV-3 97 and SN12C 67.
For COc1ccc2c(c1)O/C(=C/c1ccc(O)c(OC)c1)C2=O the results were OVCAR-3 106, OVCAR-4 106, NCI-H23 101, OVCAR-5 118, NCI-H226 98, IGROV1 114, NCI/ADR-RES 108, SK-OV-3 114 and SN12C 98.
`CCCCCc1ccc(S(=O)(=O)Nc2cc(-c3csc(NC(C)=O)n3)ccc2N2CCN(C)CC2)cc1` gave OVCAR-3 76, OVCAR-4 66, NCI-H23 66, OVCAR-5 85, NCI-H226 94, IGROV1 62, NCI/ADR-RES 61, SK-OV-3 93 and SN12C 61.
For COc1ccc(OC)c(Nc2nnc(-c3ccc(Cl)cc3)o2)c1 the results were OVCAR-3 32, OVCAR-4 10, NCI-H23 75, OVCAR-5 82, NCI-H226 94, IGROV1 81, NCI/ADR-RES 72, SK-OV-3 91 and SN12C 90.
For COc1ccc(-c2cc(-c3ccc(Cl)cc3)nc3nc(N)nn23)cc1 the results were OVCAR-3 110, OVCAR-4 102, NCI-H23 108, OVCAR-5 101, NCI-H226 100, IGROV1 98, NCI/ADR-RES 102, SK-OV-3 119 and SN12C 98.
Screening CCCCC(O)(c1ccccc1)c1ccccc1 returned OVCAR-3 103, OVCAR-4 101, NCI-H23 96, OVCAR-5 99, NCI-H226 99, IGROV1 104, NCI/ADR-RES 97, SK-OV-3 110 and SN12C 106.

3 compounds from above, ordered by formula weight, descending:
Screening c1ccc(CSc2nnc(-c3cc(-c4ccccc4)nc4ccccc34)o2)cc1 returned OVCAR-3 84, OVCAR-4 78, NCI-H23 89, OVCAR-5 113, NCI-H226 81, IGROV1 94, NCI/ADR-RES 85, SK-OV-3 92 and SN12C 76.
`CCOC(=O)Cc1ccc(CCCCc2ccc(CC(=O)OCC)cc2)cc1` gave OVCAR-3 108, OVCAR-4 105, NCI-H23 102, OVCAR-5 107, NCI-H226 96, IGROV1 109, NCI/ADR-RES 107, SK-OV-3 96 and SN12C 101.
For COc1ccc(-c2cc(-c3ccc(Cl)cc3)nc3nc(N)nn23)cc1 the results were OVCAR-3 110, OVCAR-4 102, NCI-H23 108, OVCAR-5 101, NCI-H226 100, IGROV1 98, NCI/ADR-RES 102, SK-OV-3 119 and SN12C 98.

The listing picks up, repeating the two entries before the break.
For COc1ccc(-c2cc(-c3ccc(Cl)cc3)nc3nc(N)nn23)cc1 the results were OVCAR-3 110, OVCAR-4 102, NCI-H23 108, OVCAR-5 101, NCI-H226 100, IGROV1 98, NCI/ADR-RES 102, SK-OV-3 119 and SN12C 98.
Screening CCCCC(O)(c1ccccc1)c1ccccc1 returned OVCAR-3 103, OVCAR-4 101, NCI-H23 96, OVCAR-5 99, NCI-H226 99, IGROV1 104, NCI/ADR-RES 97, SK-OV-3 110 and SN12C 106.
CC(C)/C(=N/O)c1ccccc1 was read as OVCAR-3 130, OVCAR-4 111, NCI-H23 103, OVCAR-5 103, NCI-H226 104, IGROV1 118, NCI/ADR-RES 107, SK-OV-3 122 and SN12C 102.
`Cc1ccc(C(=O)c2c(N)c(C#N)cn2-c2ccc(Cl)cc2Cl)cc1` gave OVCAR-3 97, OVCAR-4 99, NCI-H23 87, OVCAR-5 95, NCI-H226 72, IGROV1 90, NCI/ADR-RES 94, SK-OV-3 96 and SN12C 85.
For N#Cc1ccc(O)c(C2=NCC(Cc3ccccc3)O2)c1 (stereo not given) the results were OVCAR-3 16, OVCAR-4 22, NCI-H23 54, OVCAR-5 80, NCI-H226 66, IGROV1 43, NCI/ADR-RES 0.3*, SK-OV-3 51 and SN12C 52.
Screening CCN(CC)c1ccc2c(c1)OS(=O)(=O)N=C2 returned OVCAR-3 114, OVCAR-4 98, NCI-H23 96, OVCAR-5 100, IGROV1 97, NCI/ADR-RES 96 and SN12C 100.
Cc1ccc(NC(=O)CSc2nc3ccccc3[nH]2)cc1 was read as OVCAR-3 98, OVCAR-4 103, NCI-H23 97, OVCAR-5 99, NCI-H226 98, IGROV1 88, NCI/ADR-RES 99, SK-OV-3 100 and SN12C 92.
O=C(c1c2c(nn1-c1ccc(F)cc1)CCC(NCCc1ccncc1)C2)N1CCCCC1 (stereo not given) was read as OVCAR-3 106, OVCAR-4 114, NCI-H23 105, OVCAR-5 114, NCI-H226 105, IGROV1 107, NCI/ADR-RES 106, SK-OV-3 110 and SN12C 119.
For COc1cc(OC)cc(-c2cncn2-c2ccc(-c3nc4ccc(F)cc4s3)cc2)c1 the results were OVCAR-3 100, OVCAR-4 91, NCI-H23 84, OVCAR-5 89, NCI-H226 102, IGROV1 130, NCI/ADR-RES 89, SK-OV-3 112 and SN12C 98.
CCOc1ccc(NC(=O)Nc2cc(C(C)C)c(O)cc2C)cc1 was read as OVCAR-3 122, OVCAR-4 105, NCI-H23 129, OVCAR-5 127, NCI-H226 115, NCI/ADR-RES 122, SK-OV-3 108 and SN12C 106.
Screening CSc1nc2ccccc2cc1/C=N/O returned OVCAR-3 88, OVCAR-4 103, NCI-H23 75, OVCAR-5 84, NCI-H226 70, IGROV1 86, NCI/ADR-RES 84, SK-OV-3 70 and SN12C 94.
O=[N+]([O-])c1cc(Cl)ccc1-n1cc(COc2ncnc3c2cnn3-c2ccccc2)nn1 was read as OVCAR-3 114, OVCAR-4 97, NCI-H23 101, OVCAR-5 102, IGROV1 105, NCI/ADR-RES 107 and SN12C 100.
For CC(C)CCOB(OCCC(C)C)OCCC(C)C the results were OVCAR-3 122, OVCAR-4 111, NCI-H23 110, OVCAR-5 107, NCI-H226 103, IGROV1 107, NCI/ADR-RES 108, SK-OV-3 101 and SN12C 93.
`O/N=C(/CSc1nnc(-c2ccccc2)n1-c1ccccc1)c1ccccc1` gave OVCAR-3 92, OVCAR-4 87, NCI-H23 103, OVCAR-5 125, NCI-H226 96, IGROV1 108, NCI/ADR-RES 100, SK-OV-3 103 and SN12C 100.
For COc1cc2c(cc1OC)C1=NN(C(=O)Nc3c(C)cccc3C)C(c3ccccc3)C1C2 (stereo not given) the results were OVCAR-3 110, OVCAR-4 93, NCI-H23 99, OVCAR-5 97, NCI-H226 106, IGROV1 100, NCI/ADR-RES 102, SK-OV-3 114 and SN12C 99.
`Nc1ncc(-c2ccc3ncnc(N4CCc5ccc(Cl)cc54)c3c2)cc1C(F)(F)F` gave OVCAR-3 11, OVCAR-4 8.4*, NCI-H23 35, OVCAR-5 12, NCI-H226 20, IGROV1 -53*, NCI/ADR-RES 20, SK-OV-3 6.8* and SN12C 21.
Screening CN(C)c1ncnc2c1C(c1ccccc1)C(C)(C)O2 (stereo not given) returned OVCAR-3 107, OVCAR-4 103, NCI-H23 92, OVCAR-5 97, NCI-H226 98, IGROV1 103, NCI/ADR-RES 98, SK-OV-3 106 and SN12C 100.
`COc1ccc(Oc2nc(Nc3ccc(N4CCOCC4)cc3)ncc2NC(=O)c2cccc(C(F)(F)F)c2)cc1` gave OVCAR-3 83, OVCAR-4 96, NCI-H23 87, OVCAR-5 111, NCI-H226 81, IGROV1 89, NCI/ADR-RES 80, SK-OV-3 86 and SN12C 86.
Brc1cncc2ccccc12 was read as OVCAR-3 105, OVCAR-4 103, NCI-H23 106, OVCAR-5 114, NCI-H226 116, IGROV1 93, NCI/ADR-RES 109, SK-OV-3 110 and SN12C 107.
COc1ccc(S(=O)(=O)n2cc(C(=O)C(=O)Nc3ccncc3)c3ccccc32)cc1F was read as OVCAR-3 86, OVCAR-4 73, NCI-H23 65, OVCAR-5 81, NCI-H226 83, IGROV1 72, NCI/ADR-RES 67, SK-OV-3 85 and SN12C 74.
For C/C(=N\C(=N)N)c1nc2ccccc2n1CCBr the results were OVCAR-3 115, OVCAR-4 102, NCI-H23 101, OVCAR-5 101, NCI-H226 105, IGROV1 91, NCI/ADR-RES 97, SK-OV-3 106 and SN12C 89.
For CCOC(=O)c1sc2ccc(N)cc2c1NC(=O)c1cc(OC)c(OC)c(OC)c1 the results were OVCAR-3 100, OVCAR-4 95, NCI-H23 93, OVCAR-5 90, NCI-H226 93, IGROV1 93, NCI/ADR-RES 90, SK-OV-3 96 and SN12C 89.

Looked up one by one from above:
Cc1cccc(NC=O)c1 was read as OVCAR-3 108, NCI-H23 114, OVCAR-5 102, NCI-H226 90, IGROV1 124, NCI/ADR-RES 100, SK-OV-3 104 and SN12C 109.
`Nc1ncc(-c2ccc3ncnc(N4CCc5ccc(Cl)cc54)c3c2)cc1C(F)(F)F` gave OVCAR-3 11, OVCAR-4 8.4*, NCI-H23 35, OVCAR-5 12, NCI-H226 20, IGROV1 -53*, NCI/ADR-RES 20, SK-OV-3 6.8* and SN12C 21.

Next part.
For COCc1c(-c2ccc(NC(=O)Nc3cc(C(F)(F)F)ccc3F)c(F)c2)c2c(N)ncnn2c1CN1CCOCC1 the results were OVCAR-3 6.1*, OVCAR-4 -7.0*, NCI-H23 -53*, OVCAR-5 -18*, NCI-H226 -7.2*, IGROV1 -22*, NCI/ADR-RES -21*, SK-OV-3 -35* and SN12C -11*.
`CCCCOB(OCCCC)c1cccc(B(OCCCC)OCCCC)c1` gave OVCAR-3 114, OVCAR-4 89, NCI-H23 103, OVCAR-5 100, NCI-H226 103, IGROV1 94, NCI/ADR-RES 115, SK-OV-3 101 and SN12C 101.
Nc1nc(N)sc(=S)n1 was read as OVCAR-3 118, NCI-H23 98, OVCAR-5 98, NCI-H226 91, IGROV1 105, NCI/ADR-RES 98, SK-OV-3 106 and SN12C 88.
Screening Cn1c2c(c(=O)n(C)c1=O)CS(=O)c1ccccc1N2 (stereo not given) returned OVCAR-3 105, OVCAR-4 112, NCI-H23 100, OVCAR-5 115, NCI-H226 103, IGROV1 93, NCI/ADR-RES 101, SK-OV-3 97 and SN12C 106.
`C=C1C(=O)O[C@H]2[C@H]1CC/C(COC(=O)N1CCC[C@H]1C(=O)Nc1ccc(OC)c(C(N)=O)c1O)=C\CC[C@@]1(C)O[C@@H]21` gave OVCAR-3 4.5*, OVCAR-4 52, NCI-H23 79, OVCAR-5 68, NCI-H226 53, IGROV1 15, NCI/ADR-RES 106, SK-OV-3 89 and SN12C 13.
